Assay outcomes as filed in PubChem BioAssay.
Keap1-Nrf2 PPI = Keap1-Nrf2 protein-protein interaction inhibitors, primary screen, biochemical, fluorescence polarization, single point. 340,000 compounds, 0.15% hits. Kelch-like ECH-associated protein 1 (Homo sapiens), Q14145. inhibition, % at 9.4 µM. AID 504523, 2011. Keap1 Kelch-Nrf2 peptide fluorescence polarization, 1536-well; in the data active = inhibition above about 12%; inconclusive = no clear call, values can overlap the other calls; inactive = below about 7.3%;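 note: human Keap1 Kelch domain with fluorescein labeled Nrf2 9mer peptide probe; 0% = neutral control wells and 100% = peptide positive control; higher means more block of Keap1 binding to Nrf2 peptide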
Target sequence (Q14145 whole entry, looked up, the tested form may be a part): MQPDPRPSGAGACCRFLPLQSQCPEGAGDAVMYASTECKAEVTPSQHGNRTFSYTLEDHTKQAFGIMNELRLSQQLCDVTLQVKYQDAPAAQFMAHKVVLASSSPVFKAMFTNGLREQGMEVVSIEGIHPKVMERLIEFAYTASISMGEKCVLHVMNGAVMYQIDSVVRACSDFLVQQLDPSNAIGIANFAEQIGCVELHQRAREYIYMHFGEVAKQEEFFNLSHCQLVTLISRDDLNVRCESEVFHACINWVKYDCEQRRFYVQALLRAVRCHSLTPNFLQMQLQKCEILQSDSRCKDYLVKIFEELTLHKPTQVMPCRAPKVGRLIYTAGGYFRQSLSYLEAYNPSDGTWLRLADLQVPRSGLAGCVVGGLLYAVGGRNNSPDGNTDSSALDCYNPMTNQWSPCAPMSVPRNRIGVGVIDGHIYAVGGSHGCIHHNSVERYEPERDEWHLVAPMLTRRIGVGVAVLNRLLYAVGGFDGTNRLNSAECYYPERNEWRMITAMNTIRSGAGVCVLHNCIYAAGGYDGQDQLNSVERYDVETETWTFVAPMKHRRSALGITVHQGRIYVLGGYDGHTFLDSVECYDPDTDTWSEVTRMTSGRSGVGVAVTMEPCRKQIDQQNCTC
CAL PDZ FP-1 = CAL PDZ peptide-binding inhibitors, primary screen, biochemical, fluorescence polarization, Cer-tagged CAL PDZ, HTS; AID 504414, 2011; inhibition, % at 20 µM; purified CAL PDZ, TMR-peptide fluorescence polarization, 1 h; 330,000 compounds, 0.02% hits; Golgi-associated PDZ and coiled-coil motif-containing protein (Homo sapiens), Q9HD26;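 active = highest replicate inhibition of at least 40%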;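 note: plate controls were DMSO neutral control wells for no effect and unlabeled competitor peptide control wells for full effect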
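Test system: purified CerCALP PDZ construct; Compound dosing: one concentration, 20 µM compound; Also added: TMR-labelled reporter peptide T*-PRC34 bound in PDZ groove; Read-out: inhibition from polarization loss; Controls: unlabelled peptide and DMSO controls; Signal: FP readout, S and P plane fluorescence; Incubation: 1 h at RT.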
RTF Ca sens act = cardiac RTF calcium sensitivity activators, primary screen, biochemical, IANBD-TnC fluorescence, EC20 calcium. IANBD-labeled TnC RTF fluorescence at EC20 calcium; 0% EC20 calcium, 100% full calcium. activation, % at 7.2 µM. 340,000 compounds, 0.24% hits;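 active = activation above the mean over all tested compounds plus 3 SD, cut at about 30% in these data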;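 note: rise in fluorescence read as greater calcium sensitivity of cardiac thin filaments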
DAGLB inhibitor = DAGLB lipase inhibitors, primary screen, biochemical, fluorescence, HTS; Diacylglycerol lipase-beta (Homo sapiens), Q8NCG7; HEK293T DAGLB membrane lysate, EnzChek fluorogenic substrate; inhibition, % at 5.17 µM; 340,000 compounds, 0.059% hits; AID 504411, 2011; in the data active = inhibition above about 34%;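 note: 0% = enzyme with vehicle and 100% = wells lacking enzyme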
Rtt109 HAT inh = inhibitors of C. albicans Rtt109/Vps75 HAT, primary screen, biochemical, ThioGlo CoA-SH fluorescence, plate reader | Histone acetyltransferase RTT109 (Candida albicans (strain SC5314 / ATCC MYA-2876)), … | purified Rtt109/Vps75, 4 h | inhibition, % at 34.9 µM | 330,000 compounds, 0.16% hits;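 active = inhibition of at least 50% in every replicate; inconclusive = best replicate reaches 50% inhibition but some replicates fall short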
LANA DNA inh = inhibitors of KSHV C-LANA binding to DNA, primary screen, biochemical, fluorescence polarization, FAM-LBS DNA, MBP-C-LANA, single point. inhibition, % at 9 µM. 340,000 compounds, 0.078% hits. AID 504423, 2011. Kaposi's sarcoma herpesvirus LANA C-terminal domain (residues 932-1162) DNA binding;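 active = highest replicate inhibition at or above 60% at 9 µM, even if other replicates fall short; inactive = all replicates below 60% inhibition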;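 note: 0% = neutral control wells and 100% = 4 µM acridine orange control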
PKA-R2B act = activators of PKA-R2B holoenzyme, primary screen, biochemical, fluorescence polarization, Cy5-IP20, human | cAMP-dependent protein kinase catalytic subunit beta (Homo sapiens) + cAMP-dependent … | PKA-R2B holoenzyme dissociation; R2B truncated from residue 108, S112A mutant; 0% DMSO only, 100% 113 µM cGMP | activation, % at 11.4 µM | 340,000 compounds, 0.079% hits | AID 504700, 2011;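 active = activation above a cutoff set at the mean over all compounds plus 3 SD, cut at about 18% in these data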;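 note: higher means more holoenzyme dissociation and a rise in polarization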
Target sequence (P31323 whole entry, looked up, other chains not shown, the tested form may be a part): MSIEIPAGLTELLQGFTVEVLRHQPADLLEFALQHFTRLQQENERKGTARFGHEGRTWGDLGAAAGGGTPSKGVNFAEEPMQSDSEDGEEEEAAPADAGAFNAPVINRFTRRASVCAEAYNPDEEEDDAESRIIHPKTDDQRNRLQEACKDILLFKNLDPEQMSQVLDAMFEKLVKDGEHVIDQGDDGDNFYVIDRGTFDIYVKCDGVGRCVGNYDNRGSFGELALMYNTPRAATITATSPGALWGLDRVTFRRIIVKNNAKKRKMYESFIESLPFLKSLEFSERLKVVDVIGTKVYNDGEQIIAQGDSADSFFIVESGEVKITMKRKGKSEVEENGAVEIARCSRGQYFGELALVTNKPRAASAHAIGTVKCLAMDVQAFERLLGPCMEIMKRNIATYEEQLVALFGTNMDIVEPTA
SR-BI DiI-HDL act = activators of SR-BI mediated DiI-HDL uptake, primary screen, ldlA[mSR-BI] CHO cells, DiI fluorescence | 3 h; 100 = double the neutral-control signal | activation, % at 12.5 µM | 320,000 compounds, 0.096% hits | AID 504775, 2011;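 active = mean replicate activation of at least 60% and every replicate at or above 60%; inconclusive = mean or all-replicate condition met, but not both; inactive = mean below 60% and not all replicates reaching 60%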;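 note: 0% = median plate neutral-control signal and 100% = twice that signal; values of inactives mirror those of a sister screen read the other way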
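Test system: SR-BI-overexpressing, LDLR-lacking CHO cells; Also added: labelled HDL, 10 µg/mL; Measured by: bottom-read cell fluorescence after medium removal, ex 550/em 595 nm; Timing: 3 h uptake period with compound, 37 °C; Buffer or medium: F12, 0.5% BSA, 25 mM HEPES; Doses: single compound concentration, delivered by pin transfer.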
RTF Ca sens inh = cardiac RTF calcium sensitivity inhibitors, primary screen, biochemical, IANBD-TnC fluorescence, EC70 calcium. 340,000 compounds, 0.12% hits. inhibition, % at 7.15 µM. IANBD-labeled cardiac RTF, Ca2+ fluorescence. Troponin I, cardiac muscle (Homo sapiens) + Troponin T, cardiac muscle (Homo sapiens) + …;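 active = inhibition above the mean inhibition of all tested compounds plus 3 SD, cut at about 17% in these data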;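 note: assay run at fixed EC70 calcium of 1.6 mM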
CAL PDZ FP-2 = untagged CAL PDZ binding inhibitors, primary screen, biochemical, fluorescence polarization, HTS. purified CAL PDZ, TMR-peptide fluorescence polarization, 1 h. inhibition, % at 24.9 µM. 300,000 compounds, 0.92% hits. AID 602252, 2012;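 active = mean inhibition of at least 30% with at least half of replicates also reaching 30%; inconclusive = no clear call, values can overlap the other calls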;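 note: 0% = DMSO neutral control and 100% = excess unlabeled competitor peptide PRC23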
Active calls of the source: *; ? = inconclusive; / = no result given.

SMILES	Keap1-Nrf2 PPI	CAL PDZ FP-1	RTF Ca sens act	DAGLB inhibitor	Rtt109 HAT inh	LANA DNA inh	PKA-R2B act	SR-BI DiI-HDL act	RTF Ca sens inh	CAL PDZ FP-2
O=C1/C(=C/c2cccc(Br)c2)SC(=S)N1CCC(=O)N(CCO)c1ccccc1	-6	0.9	2	3	-2	3.2	-9	2	-3	/
Cc1ccc(CN2CC(C(=O)NNC(=O)c3ccc(F)cc3)CC2=O)cc1 (centres undefined)	-3	-1.8	-3	-1	5	-2.1	11	4	6	-4
Cc1ccc(-c2csc(N3CCN(S(=O)(=O)c4ccc5c(c4)NC(=O)CO5)CC3)n2)cc1	-3	0.2	2	-2	1	-1.4	1	24	-6	/
COc1ccc(Nc2nc(NCc3ccco3)nc(N/N=C/c3ccccc3Cl)n2)cc1	-2	-0.5	0	2	2	-0.6	-4	-30	-1	-4
O=C(Cn1c(=O)oc2cc(S(=O)(=O)N3CCCCCC3)ccc21)NC1CCCCCCC1	-3	0.2	-6	-2	-3	-0.1	8	-3	-6	-1
Cc1ccc(O)c(NC(=O)c2ccc3c(c2)C(=O)N(Cc2ccco2)C3=O)c1	5	-2.1	4	-6	3	-0.4	-4	14	-10	10
COc1ccc(CNC(=O)CC2(CC(=O)O)CCCCC2)cc1	-5	-0.3	-7	2	-2	-0.4	-1	/	-5	-1
C[N+](C)(CCCCCC[N+](C)(C)CCCN1C(=O)c2cccc3cccc(c23)C1=O)CCCN1C(=O)c2cccc3cccc(c23)C1=O	-4	0.0	3	2	-60	-10	14	3	1	16
Cc1nc2c(-c3ccc(Cl)cc3)cnn2c2c1CCC2	3	-2.3	-10	-3	-1	2.2	-1	-16	4	0
CN(Cc1ccccc1)C(=O)C1CCC(CNS(=O)(=O)c2cccc3cccnc23)CC1 (centres undefined)	-5	-2.2	0	-1	1	1.4	12	/	-15	/
NS(=O)(=O)c1ccc(Nc2nc(-c3ccccc3)cs2)cc1	-1	0.1	-4	-1	19	-0.3	-12	-40	2	1
Cc1nc2ccccn2c1C(=O)NNC(=S)Nc1ccccc1	-8	0.3	1	0	2	-0.9	4	8	0	-2
COc1ccc(-n2c(-c3ccco3)nc3c(cnn3-c3ccccc3C)c2=O)cc1	-3	-2.4	2	-3	8	-1.7	-8	/	-4	-3
CNC(=O)Oc1ccc2c(c1)[C@]1(C)CCN(C)C1N2C (some centres undefined)	0	-0.2	0	1	0	-0.1	-5	-6	17*	-3
CCOc1ccc(-n2c(Cc3cc(=O)[nH]c(=O)[nH]3)nnc2SCc2cccnc2)cc1	-7	-0.1	7	0	11	1.8	6	4	-4	/
CCN1CCN(c2nc3c(C)cccn3c(=O)c2/C=C(\C#N)S(=O)(=O)c2ccc(Cl)cc2)CC1	-5	-2.1	4	1	13	1.6	6	-22	-13	2
C=CCOC(=O)C1=C(C)NC(SCC(N)=O)=C(C#N)C1c1ccc(C)cc1 (centres undefined)	-4	-0.6	5	2	5	0.3	8	-9	0	-9
CC(C)(Oc1ccc(Cl)cc1)C(=O)Nc1ccc2oc(=O)ccc2c1	4	-0.5	-6	-1	-3	1.5	7	-5	3	-2
Cc1ccc(/C=c2/sc3nnc(-c4ccccc4Cl)n3c2=O)o1	-3	-0.2	-1	3	13	1.0	-1	0	-4	1
O=C(CCNC(=O)c1ccc(Cl)cc1)NCc1ccccc1Cl	-3	-0.1	4	1	1	0.7	-1	?	3	-5
O=C(O)C1(O)C[C@@H](O)C(O)[C@H](O)C1 (some centres undefined)	1	-1.0	3	0	-7	-0.3	-3	8	-14	-1
O=C(NNc1c2ccccc2nc2ccccc12)c1ccc(Cl)cc1	-5	-2.1	-5	7	6	-1.4	6	/	-2	-4
CCOc1ccc(N(CC(=O)OC)S(=O)(=O)c2ccc(OC)c(OC)c2)cc1	2	1.0	-5	0	-3	0.7	-1	5	-7	-2
COc1ccc(CN2CCN(C(=O)c3cccc4ccccc34)CC2)c(OC)c1OC	-4	0.6	-4	-2	-2	-2.3	4	-3	-2	-7
O=C(COC(=O)Cn1nnc2ccccc21)NC1CCCC1	2	-2.4	-3	-1	6	1.1	4	15	0	2
COc1ccc(C(=O)N/C(=C/c2cccs2)C(=O)NN)cc1OC	-2	-0.4	5	4	-44	2.9	-8	-75	-12	/
CCc1ccccc1NC(=O)c1ccc(S(=O)(=O)NCC2CCCO2)cc1 (centres undefined)	0	-3.1	9	-1	12	1.2	-4	-8	3	-3
O=C(NCc1ccc(OC(F)(F)F)cc1)C1CC(c2ccc(C(F)(F)F)cc2)=NO1 (centres undefined)	0	0.2	7	-1	0	-0.3	-11	4	-1	0
Cc1occc1-c1nnc(SCC(=O)NCC2CCCO2)n1C (centres undefined)	1	-2.7	5	-1	1	-0.3	-6	34	-14	-1
COc1ccccc1NC(=O)c1cnc(SCC(=O)NCCc2ccccc2)n(C)c1=O	-1	-1.4	-5	-2	5	-0.8	-6	-30	-15	-1
O=c1c2ccccc2ncn1CCOCCOc1cccc(Br)c1	2	-0.6	2	-2	4	0.9	-1	7	5	-4
Cc1[nH]nc(C(F)(F)F)c1N=NN1CCOCC1	0	-0.6	-3	0	-2	0.5	-7	18	-9	-2
Cn1c(Cc2ccccc2)nnc1SCC(=O)c1ccc(Br)s1	-3	-1.0	5	0	-6	0.6	8	-10	0	-1
CCCCCC(=O)Nc1ccc(C(=O)CN2C(=O)NC3(CCCCCC3)C2=O)cc1	-5	-4.2	-7	5	-6	-1.0	-17	-38	-20	-5
CC(C)(C)CC(=O)NCCCN1CCOCC1	/	3.8	-1	-1	-5	/	-6	12	-11	37*
CSc1ccc(-c2nc(O)c3cnccn23)cc1	-2	-2.2	-3	0	/	-1.2	-5	-9	6	-3
CCOC(=O)C1=C(C)N=c2s/c(=C/c3ccc(OCC(=O)O)cc3)c(=O)n2C1c1ccc(F)cc1 (centres undefined)	-11	-2.2	-9	3	3	2.4	0	-20	-4	-3
Cc1cc(C)c(S(=O)(=O)c2cccc(Cl)c2)c(=O)[nH]1	-2	0.6	-1	-3	-3	10	-2	14	-7	20
CC(OC(=O)/C=C/c1ccccc1)C(=O)NC1CCCCC1C (centres undefined)	-3	-0.1	-5	0	4	0.2	-3	-15	-2	0
CCCN(CCC)CCN1C(=O)C2C(C(=O)Nc3ccc(C)cc3)C3C=CC2(O3)C1C(=O)NC1CCCCC1 (centres undefined)	3	-0.7	7	-1	12	1.7	1	/	5	-2
COc1cc(C(=O)NCc2cn3ccsc3n2)cc(OC)c1OC	3	0.4	-1	1	10	-0.7	2	10	-5	0
Cc1c(C(=O)OCC(=O)Nc2cccc(S(N)(=O)=O)c2)oc2c1ccc1ccccc12	3	-1.0	4	-1	3	0.6	-5	/	-13	3
COc1ccc(OC)c(N)c1	3	1.0	1	4	-3	-3.6	-2	-40	-19	0
Cc1ccc2c(c1)C(=O)C(=O)N2c1ccc(Cl)cc1	-3	1.0	2	-7	3	-3.7	5	6	-30	-1
CCN(CC)CCNC(=O)c1sc2ncn(CC(=O)Nc3ccc(C)c(Cl)c3)c(=O)c2c1C	-3	-7.3	-3	0	9	-1.0	-6	17	11	-7
CCN(CC)c1ccc(N)cc1S(=O)(=O)Nc1ccccc1OC	-1	-0.3	1	3	-3	-18	5	13	-6	-1
CNc1nccc(-c2ccc(Cl)cc2)c1C#N	3	-0.3	-1	-1	-2	0.1	-17	-8	-4	/

A draw from above in order of length of the SMILES, low to high.
SMILES	Keap1-Nrf2 PPI	CAL PDZ FP-1	RTF Ca sens act	DAGLB inhibitor	Rtt109 HAT inh	LANA DNA inh	PKA-R2B act	SR-BI DiI-HDL act	RTF Ca sens inh	CAL PDZ FP-2
CC(C)(C)CC(=O)NCCCN1CCOCC1	/	3.8	-1	-1	-5	/	-6	12	-11	37*
Cc1[nH]nc(C(F)(F)F)c1N=NN1CCOCC1	0	-0.6	-3	0	-2	0.5	-7	18	-9	-2
O=C(COC(=O)Cn1nnc2ccccc21)NC1CCCC1	2	-2.4	-3	-1	6	1.1	4	15	0	2
CNC(=O)Oc1ccc2c(c1)[C@]1(C)CCN(C)C1N2C (some centres undefined)	0	-0.2	0	1	0	-0.1	-5	-6	17*	-3
NS(=O)(=O)c1ccc(Nc2nc(-c3ccccc3)cs2)cc1	-1	0.1	-4	-1	19	-0.3	-12	-40	2	1
CCN(CC)CCNC(=O)c1sc2ncn(CC(=O)Nc3ccc(C)c(Cl)c3)c(=O)c2c1C	-3	-7.3	-3	0	9	-1.0	-6	17	11	-7
Cc1ccc(-c2csc(N3CCN(S(=O)(=O)c4ccc5c(c4)NC(=O)CO5)CC3)n2)cc1	-3	0.2	2	-2	1	-1.4	1	24	-6	/
C[N+](C)(CCCCCC[N+](C)(C)CCCN1C(=O)c2cccc3cccc(c23)C1=O)CCCN1C(=O)c2cccc3cccc(c23)C1=O	-4	0.0	3	2	-60	-10	14	3	1	16
